uPA generation: cell surface uPA generation inhibition | cell surface uPA generation assay, qHTS | Potency, µM (series often up to 38.3 µM), for the others: at the top dose activity change, negative = inhibition, hits mostly inhibitors | hit rate 0.31% among 330,000; active means well fitted inhibition curve with a large enough effect; inconclusive means small, poorly fitted or top-dose-only effect; inactive means no such curve, though single readings can be large or run the other way; tested in mouse RAW 264.7 cells; further: on the % scale 0 is the no-effect control and ±100 the full control effect; nearly all actives have a fitted effect of over 55% in size
ELG1 genotox: induces genotoxicity in HEK293T cells with luciferase-tagged ELG1; hit rate 1.3% among 330,000; Potency, µM (highest dose often 46 µM), for the others: top-dose activity change, positive = activation, usual class: activators; HEK293T ELG1-luciferase reporter, luminescence, 16 h; further: % of control where 0% means no effect; nearly all actives have a fitted effect of over 60% in size
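HEK293T cells expressing luciferase-tagged ELG1 were exposed to compound or DMSO vehicle for 16 hr at 37 °C and 5% CO2. Luciferase activity was then measured with ONE-Glo after 30 min at room temperature.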
BRCA1 expr act: activators of BRCA1 expression. MCF7-BRCA1-FFLuc reporter, luminescence, 48 h; response scale: scaled: vehicle 0%, 10 µM genistein 100%. Potency, µM (series often up to 46.1 µM), without a hit: top-dose activation, actives largely listed as activators. hit rate 1.1% among 380,000. AID 624202; further: nearly all actives have a fitted effect of over 80% in size; some results filed as inactive show a strong effect at the top dose
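Reporter cells (MCF7, BRCA1 promoter-firefly luciferase) received library compounds across a concentration series for 48 h. End-point luminescence was measured and concentration-effect curves derived after normalization.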
VP16 counter: inhibits Gal4-VP16 luciferase reporter, ROR gamma counter-screen. Potency, µM (series often up to 53.6 µM), for the others: at the highest dose activity, negative = inhibition, usual class: inhibitors. hit rate 3.5% among 310,000. Drosophila S2 Gal4-VP16 UAS-luciferase, luminescence, 20 h;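 further: Gal4-VP16 expression switched on by copper sulfate through the metallothionein promoter; on the % scale 0 is the no-effect control and ±100 the full control effect; nearly all actives have a fitted effect of over 50% in size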
p53 reactivator: re-activators of mutant p53 | H1299 p53-A138V BP100-luciferase reporter, luminescence, 24 h | AID 504706 | hit rate 0.063% among 320,000 | Potency, µM (series often up to 92.2 µM), inactives show at the top dose activity change, positive = activation, usual class: activators; further: % of control where 0% means no effect; nearly all actives have a fitted effect of over 45% in size
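H1299 (p53-null), stable ts p53-A138V + BP100-Luc; 1000 cells/well, Opti-MEM/10% FBS; cpd 4 pt, 1:5; 24 h, 37 deg C, 5% CO2; detection reagent 10 min RT; luminescence.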
NPC1 promoter act: activates the NPC1 promoter. Huh7 NPC1 promoter luciferase reporter, 24 h. Potency, µM (series often up to 9.22 µM), inactives show top-dose activation, most hits filed as activators. hit rate 2.4% among 320,000. AID 485313;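 further: % of control where 0% means no effect; nearly all actives have a fitted effect of over 60% in size; reporter is driven by a mutant NPC1 promoter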
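Stably transfected Huh7 (NPC1 promoter→luciferase), 1500 cells/well in Opti-MEM + 10% FBS, 2 h settle, then compound 24 h at 37 °C. Luminescence after 10 min with Amplite reagent.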
RORgamma inh: blocks mouse ROR gamma transcriptional activity | P51450 | Drosophila S2 Gal4-RORgamma UAS-luciferase reporter, 20 h | Potency, µM (titrated, usually from 53.6 µM), for inactives: at the highest dose activity change, negative = inhibition, hits mostly inhibitors | hit rate 5.4% among 310,000 | AID 2551; further: on the % scale 0 is the no-effect control and ±100 the full control effect; nearly all actives have a fitted effect of over 60% in size
Target sequence (P51450 whole entry, looked up, the tested form may be a part): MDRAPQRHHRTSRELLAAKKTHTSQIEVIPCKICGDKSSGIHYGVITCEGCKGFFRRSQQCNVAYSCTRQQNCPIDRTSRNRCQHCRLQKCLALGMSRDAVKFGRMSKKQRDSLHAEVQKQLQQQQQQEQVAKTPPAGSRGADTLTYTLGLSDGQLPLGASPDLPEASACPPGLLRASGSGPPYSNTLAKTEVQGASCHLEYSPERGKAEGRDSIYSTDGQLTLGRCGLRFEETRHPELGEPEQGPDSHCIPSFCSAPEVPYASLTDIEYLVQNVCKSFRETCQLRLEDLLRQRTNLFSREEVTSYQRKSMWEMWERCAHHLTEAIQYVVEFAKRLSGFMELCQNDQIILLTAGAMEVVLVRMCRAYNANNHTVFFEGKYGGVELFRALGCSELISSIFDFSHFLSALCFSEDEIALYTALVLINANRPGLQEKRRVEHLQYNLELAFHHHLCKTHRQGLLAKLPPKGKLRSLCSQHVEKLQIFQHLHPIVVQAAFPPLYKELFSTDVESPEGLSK
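Schneider cells (Drosophila), stable Gal4 DBD–ROR gamma + UAS-luc; 1 hr cmpd preincubation; Cu2+ induction 700 uM final; 20 hr ambient; luminescence.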
MBNL1 CUG block: MBNL1-poly(CUG) RNA binding inhibition; Potency, µM (highest dose often 57.5 µM), without a hit: top-dose activity change, negative = inhibition, hits mostly inhibitors; hit rate 0.036% among 280,000; TR-FRET MBNL1-His/biotin-(CUG)12 binding, 665/545 ratio; active means well fitted inhibition curve with a large enough effect in the signal ratio, with a control signal flat, not every such curve was filed as active; inconclusive means small, poorly fitted or top-dose-only effect, or effect the other way, or a change in a side signal; inactive means no such curve, though single readings can be large or run the other way; the % refers to the signal ratio; further: on the % scale 0 is the no-effect control and ±100 the full control effect
Target sequence (Q9NR56 whole entry, looked up): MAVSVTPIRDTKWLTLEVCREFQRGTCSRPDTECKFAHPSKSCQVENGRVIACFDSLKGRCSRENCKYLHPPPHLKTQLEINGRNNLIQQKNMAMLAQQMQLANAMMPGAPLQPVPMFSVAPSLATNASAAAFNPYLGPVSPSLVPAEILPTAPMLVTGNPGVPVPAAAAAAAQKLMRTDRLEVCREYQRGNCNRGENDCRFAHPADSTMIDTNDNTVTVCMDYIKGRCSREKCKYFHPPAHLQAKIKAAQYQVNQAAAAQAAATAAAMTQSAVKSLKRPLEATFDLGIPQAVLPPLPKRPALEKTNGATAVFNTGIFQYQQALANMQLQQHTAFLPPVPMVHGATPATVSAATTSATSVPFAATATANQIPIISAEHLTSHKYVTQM
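Ratiometric TR-FRET (665 over 545 nm, excitation 340 nm) tracks disruption of MBNL1-His/biotin-(CUG)12 complex after 60 min at room temperature, with compounds at 92 nM to 58 uM final.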
FLuc counter: counter-screen for miR-21 project: firefly luciferase inhibitors or activators; purified FLuc, Km substrates, luminescence inhibition; Potency, µM (series often up to 57.5 µM), inactives show top-dose activity change, negative = inhibition, hits mostly inhibitors; hit rate 6.9% among 360,000; AID 588342;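 further: plate controls were vehicle for no effect and reference inhibitor for full effect; nearly all actives have a fitted effect of over 55% in size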
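Purified P. pyralis luciferase, 10 nM final, with Km-level 10 uM D-luciferin and 10 uM ATP in 50 mM Tris acetate pH 7.5, 10 mM Mg acetate, 0.01% Tween-20, 0.05% BSA; 6-point qHTS titration about 60 µM downward; luminescence read.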
Rab9 promoter act: activates the Rab9 promoter. Huh7 Rab9 promoter-luciferase reporter, luminescence, 24 h. Potency, µM (doses to about 9.22 µM), without a hit: at the top dose activation, negative = inhibition, usual class: activators. hit rate 2.8% among 320,000; further: % of control where 0% means no effect; nearly all actives have a fitted effect of over 60% in size
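Cells were plated at 1500 per well in reduced-serum medium with 10% FBS and left 2 h. Compound in DMSO was then added for 24 h at 37 °C. Reporter signal was read by luminescence after 10 min with luciferase detection reagent.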
The depositor's hits bear a star; ? = inconclusive; nt = not tested or not shown; & = joins results of further samples; [ ] = remark or other dose. Unless noted, the call rests on the fitted dose curve; in most records, active means well fitted curve in the direction sought with a large enough effect; inconclusive means small, poorly fitted or top-dose-only effect, or another doubt; inactive means no such curve, though single readings can be large; an effect the other way counts as inactive or inconclusive. Potency means the concentration at half of the fitted maximal effect.

Compound	BRCA1 expr act	Rab9 promoter act	uPA generation	RORgamma inh	NPC1 promoter act	FLuc counter	MBNL1 CUG block	VP16 counter	ELG1 genotox	p53 reactivator
COc1ccc(C(=O)OCC2CC(c3ccccc3)=NO2)cc1OC (stereo unspecified)	21%	-1%	14%	1%	-2%	-7%	-12%	4%	5%	14%
CC(=O)NC(CC(=O)O)c1ccc(F)cc1 (stereo unspecified)	-6%	-1%	-2%	1%	-2%	-1%	10%	-2%	0%	2%
COc1ccc(/C(C)=N/NC(=S)Nc2cc(C)ccc2C)cc1	-34%	11%	9%	2.8µM*	-2%	-2%	-3%	11µM*	-5%	-2%
CCOc1ccc(CC(=O)NCC2(N3CCCCC3)CCCCC2)cc1	-5%	1%	0%	11%	-1%	1%	-6%	0%	0%	-1%
COc1cc(OC)c2ccc(=O)oc2c1C(CC(=O)N1CCCC(C)C1)c1ccc2c(c1)OCO2 (stereo unspecified)	-18%	1%	24%	-3%	-3%	3%	0%	11%	-2%	-4%
Clc1cccc(CN2COc3c(cc(Cl)c4cccnc34)C2)c1	nt	-25%	nt	0.56µM*	-10%	-15%	6%	1.4µM*	?	?
CC1(C)CC(CC(=O)O)C(=O)O1 (stereo unspecified)	8%	7%	2%	-15%	4%	0%	-7%	-11%	-1%	1%
Cc1ccc(C)c2[nH]c(=O)c(CN(Cc3cccnc3)C(=S)NCc3ccco3)cc12	-13%	-3%	?	31%	2%	0%	1%	7%	-9%	-2%
CC1SC(C)C(=O)N(CC(=O)NC2CCCCC2)C1=O (stereo unspecified)	-1%	-2%	6%	14%	0%	-3%	nt	-2%	-1%	-1%
N#Cc1ccc(OCC(=O)Nc2ccc3[nH]c(=O)[nH]c3c2)cc1	-24%	-8%	0%	nt	1%	10%	nt	nt	6%	-2%
CCc1nnc(NC(=O)c2ccc(COc3ccccc3Cl)o2)s1	3%	6%	0%	-13%	-4%	-16%	-4%	-9%	9%	0%
CC(C)CC(=O)c1c[nH]c(C(=O)NCCc2ccccn2)c1	21%	1%	-1%	8%	-1%	1%	5%	-3%	1%	4%
O=C(NCC(O)CN1CCOCC1)c1ccc([N+](=O)[O-])cc1 (stereo unspecified)	-1%	-2%	9%	2%	-4%	2%	?	8%	0%	9%
COC(C(=O)Nc1ccnn1C1CCN(Cc2ccc(C)s2)CC1)c1ccccc1 (stereo unspecified)	-16%	0%	5%	24%	-3%	5%	-1%	-4%	-4%	-13%
COc1ccc(CCNC(=O)c2cc(S(=O)(=O)N3CCOCC3)ccc2N2CCCC2)cc1OC	-7%	-4%	0%	nt	0%	7%	nt	nt	-1%	-3%
CCc1nnc(NC(=O)Cn2nc(-c3ccccc3OC)ccc2=O)s1	-1%	-1%	nt	-28%[10 µM]	6%	-1%	-2%	6%	1%	-5%
Cc1ccc(C2=NN(CCC(=O)NCCCN3CCOCC3)C(=O)CC2)cc1	-8%	-3%	7%	-10%	0%	-1%	5%	-4%	-2%[9.26 µM]	4%
Cc1ccc(S(=O)(=O)CCC(=O)OC(C)C(=O)NC2CCCCC2C)cc1 (stereo unspecified)	-7%	7%	-2%	nt	-1%	4%	nt	nt	0%	1%
Nc1ccc(-c2nc3ccc(-c4nc5ccc(N)cc5[nH]4)cc3[nH]2)cc1	-29%	10%[46.1 µM]	nt	-16%&-24%	-5%[46.1 µM]	nt	nt	-11%&-14%	nt	nt
CCN(Cc1ccccc1)S(=O)(=O)c1cc(C(=O)NC(C)C2CC3CCC2C3)ccc1OC (stereo unspecified)	-61%	-11%	-13%	21%	-8%	3%	nt	-10%	-4%	10%
S=C(Cc1ccc(Cl)cc1)N1CCOCC1	-1%	2%	3%	13%	-2%	-1%	-7%	-8%	-3%	-1%
CCOc1ccc(Cl)cc1CNCCCSc1ncccn1	0%	-2%	5%	29%	2%	1%	3%	7%	-3%	0%
CN(C(=O)Nc1cnc2ccccc2c1)c1ccccc1	28%	2.8µM*	0%	16%	?	?	7%	?	?	17%
C=C(C)CNC(=S)Nc1nc2c(cc1C(=O)OCC)CCCC2	7.1µM*	?	-28%	5µM*	?	13µM*	62%[activator]	10µM*	?	?
Cc1onc(-c2ccccc2)c1C(=O)NC(=S)NNC(=O)c1ccco1	7%	-2%	4%	-33%	3%	2%	3%	8%	2%	8%
O=C(CSc1nnc(NC(=O)c2c(F)cccc2F)s1)NC1CCCC1	-1%	10%	0%	-1%	0%	1%	-3%	-1%	8%	-2%
CC(=O)c1ccc(S(=O)(=O)Nc2ccc3c(c2)OCO3)cc1	-12%	nt	9%	nt	nt	nt	nt	nt	1%	3%
CCc1ccc2[nH]c(=O)c(C3C(C#N)=C(N)Oc4c3ccc3cccnc43)cc2c1 (stereo unspecified)	-96%[inhibitor]	3%	-13%	?	-4%	4%	?	-6%	2%	-20%
COCCN(Cc1cn[nH]c1-c1ccc2cc(OC)ccc2c1)C(C)C	-1%	14%	-1%	5%	13%	-14%	?	-9%	4%	?
CC1Cc2ccccc2N1c1ncnc2c1nnn2Cc1ccccc1Cl (stereo unspecified)	-19%	-9%	-3%	-17%	-3%	1%	?	5%	-3%	15%

(listing goes on)
Compound	BRCA1 expr act	Rab9 promoter act	uPA generation	RORgamma inh	NPC1 promoter act	FLuc counter	MBNL1 CUG block	VP16 counter	ELG1 genotox	p53 reactivator
O=C(Cn1c(C(F)(F)F)nc2ccccc21)N1CCCC1	0%	-4%	0%	-14%	1%	-1%	3%	1%	-3%	-3%
COc1ccc(C(=O)/C=C(\N)C(F)(F)F)c(O)c1	-1%	-7%	nt	16%	0%	11µM*	5%	16%	-1%	0%
Cc1c(Cl)cccc1NC(=O)[C@@H](NC(=O)c1ccccc1Cl)C(C)C	-18%	-5%	7%	-3%	-1%	-2%	-5%	-7%	-2%	-1%
O=C(O)[C@H](Cc1c[nH]c2ccccc12)Nc1ncccc1[N+](=O)[O-]	-24%	-1%	-8%	21%	2%	6%	?	-13%	-3%	-2%
COc1cccc(C(=O)OCn2nnc3ccccc3c2=O)c1	-1%	-2%	1%	?	5%	-1%	1%	?	1%	-5%
C=CCn1c(SCC(=O)Nc2cc(C)nn2-c2ccccc2)nnc1C1CCCCC1	0%	10%	nt	25%	1%	0%	-10%	2%	-5%	-6%
CCN1C(=O)/C(=C\c2ccc(-c3cccc(C(=O)OC)c3)o2)SC1=Nc1ccc(C(=O)O)cc1	nt	-4%	nt	15%	-4%	-18%	-3%	1%	4%	10%
COc1cccc(NC(=O)Nc2cc(C)on2)c1	54%	23%	?	-16%[1.91 µM]	27%	?	-6%	27%	8%	14%
COc1ccc(OC)c(S(=O)(=O)n2nc(C)cc2C)c1	0%	-1%	-1%	16%	-3%	5%	3%	1%	0%	4%
Cc1cccnc1NC(=O)c1sc2ccccc2c1Cl	60%	2.5µM*	-8%	8.9µM*	1.4µM*	2.7µM*	14%	8.9µM*	3.7µM*	11%
CC(C)(C)OC(=O)N1CCNc2ccccc2C1	18%	19%	12%	4µM*	11%	4%	-2%	?	2%	1%
O=C(Nc1cc(Cl)ccc1Oc1ccccc1)c1ccc(F)cc1	-24%	10%	-3%	-1%	1%	4%	?	?	-1%	6%
CC(C)(C)n1nnnc1C(c1ccncc1)N1CCCCCC1 (stereo unspecified)	5%	-2%	-10%	-18%	2%	-1%	0%	-8%	1%	-1%
CN(C(=O)COC(=O)CSCc1cccc(Cl)c1)c1c(N)n(Cc2ccccc2)c(=O)[nH]c1=O	-4%	-1%	9%	nt	2%	14%	nt	nt	0%	-11%
COc1ccc(CNC(=O)CCN2C(=O)c3ccccc3C2=O)cc1OC	-3%	1%	0%	-14%	-2%	0%	12%	-5%	3%	7%
Nn1cc(-c2ccccc2)nc1SCC(=O)Nc1cccc(S(N)(=O)=O)c1	-19%	11%	1%	-3%	1%	1%	-5%	1%	2%	0%
COc1cc(C2CC(=O)Nc3cc(C)c(C)cc32)cc(OC)c1OC (stereo unspecified)	-65%	-10%	-9%	10%	-15%	0%	?	-12%	5%	-2%
O=S(=O)(c1ccc(Cl)cc1)N1CCN(Cc2c[nH]c3ccccc23)CC1	2%[1.84 µM]	-2%	-2%	-6%	-1%	8%	0%	0%	-1%	-5%
CC(=O)COC(=O)CNC(=O)c1ccc(Br)cc1	4%	-7%	0%	-2%	0%	1%	-6%	-29%	2%	3%
Cc1c(C)c2c(OCC(=O)N[C@@H](CC(C)C)C(=O)O)cc3c(c2oc1=O)CCC(C)(C)O3	4%	-5%	-1%	0%	2%	0%	21%	-4%	1%	-2%
Cc1ccc(C(=O)NCC(=O)OCC(=O)c2ccc(Br)s2)cc1	-17%	3%	1%	nt	0%	0%	nt	nt	-2%	4%
COCCNC(=O)C1CCCN(S(=O)(=O)c2c(C)noc2/C=C/c2cccs2)C1 (stereo unspecified)	-20%	0%	-3%	?	-3%	2%	?	?	-7%	3%
CC1(C)NC(=O)N(CC(=O)OCC(=O)c2ccc(Br)s2)C1=O	-30%	nt	0%	nt	nt	nt	nt	nt	-1%	11%
CCOC(=O)c1csc(NC(=O)c2ccc(OCC)cc2)n1	-6%	?	4%	?	11%	6.7µM*	0%	-24%	-6%	-10%

High-throughput results deposited in PubChem by National Center for Advancing Translational Sciences (NCATS).
